# NR5A2 inv ag – LRH-1 (NR5A2) inverse agonists, primary screen, cell-based, luminescence, HEK293T, StAR-luciferase reporter; Nuclear receptor subfamily 5 group A member 2 (Homo sapiens), O00482; LRH-1 transfected, 24 h; inhibition, % at 3.6 µM; 360,000 compounds, 0.13% hits; AID 602396, 2012;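 active = inhibition above the mean inhibition of all tested compounds plus 3 SD, cut at about 73% in these data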;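 note: 0% = DMSO wells and 100% = reporter-only cells lacking LRH-1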
# Target sequence (O00482 whole entry, looked up): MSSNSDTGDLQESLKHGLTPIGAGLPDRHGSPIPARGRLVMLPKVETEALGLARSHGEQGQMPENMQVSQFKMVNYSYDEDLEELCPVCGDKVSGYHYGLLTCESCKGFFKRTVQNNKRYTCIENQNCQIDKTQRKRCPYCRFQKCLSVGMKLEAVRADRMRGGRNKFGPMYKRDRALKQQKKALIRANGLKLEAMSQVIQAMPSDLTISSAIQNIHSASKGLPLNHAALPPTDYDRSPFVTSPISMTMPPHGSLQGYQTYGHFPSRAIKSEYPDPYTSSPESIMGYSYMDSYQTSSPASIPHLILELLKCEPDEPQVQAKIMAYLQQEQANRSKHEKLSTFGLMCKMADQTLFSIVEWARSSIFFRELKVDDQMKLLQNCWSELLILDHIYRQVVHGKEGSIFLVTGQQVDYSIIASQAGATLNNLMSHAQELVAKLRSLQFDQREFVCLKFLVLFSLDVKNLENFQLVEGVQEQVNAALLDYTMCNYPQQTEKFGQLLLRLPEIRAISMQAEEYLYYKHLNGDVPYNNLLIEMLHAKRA
# TROY NFkB inh – inhibitors of TROY-driven NF-kB signaling, primary screen, Q293 LMP1-TROYcd cells, NF-kB luciferase, uHTS; Q293 LMP1-TROYcd NF-kB luciferase reporter, 4 h; inhibition, % at 10 µM; 360,000 compounds, 0.98% hits; AID 1347056, 2019;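 active = compounds whose plate-normalised and pattern-corrected inhibition of the luciferase reporter signal at the single screening dose is 50% or more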
# NR2F2 inh – NR2F2 transcriptional activity inhibitors, primary screen, cell-based, luciferase reporter, HEK293T, luminescence; COUP transcription factor 2 (Homo sapiens), P24468; HEK293T NGFI-A luciferase reporter; inhibition, % at 8.6 µM; 370,000 compounds, 0.7% hits;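 active = inhibition above a per-plate cutoff, mean inhibition of test wells between control levels plus 3 SD, cut at about 38% in these data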;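 note: cells cotransfected with COUP-TFII expression vector driving the NGFI-A reporter; 0% = median of COUP-TF2 test wells and 100% = reporter-only cells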
# Target sequence (P24468 whole entry, looked up): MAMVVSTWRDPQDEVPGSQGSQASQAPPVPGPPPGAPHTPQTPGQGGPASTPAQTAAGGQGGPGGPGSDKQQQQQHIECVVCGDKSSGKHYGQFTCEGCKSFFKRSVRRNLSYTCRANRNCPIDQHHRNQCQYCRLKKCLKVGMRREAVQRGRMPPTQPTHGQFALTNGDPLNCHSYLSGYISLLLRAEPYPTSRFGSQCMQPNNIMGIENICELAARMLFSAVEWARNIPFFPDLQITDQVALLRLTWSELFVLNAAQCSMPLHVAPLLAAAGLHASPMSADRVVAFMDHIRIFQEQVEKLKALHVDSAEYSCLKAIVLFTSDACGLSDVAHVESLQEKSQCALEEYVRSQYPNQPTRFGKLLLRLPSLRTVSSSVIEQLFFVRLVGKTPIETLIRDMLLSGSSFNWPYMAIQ
# SRC3 inh – SRC3 coactivator transcriptional activity inhibitors, primary screen, cell-based, luminescence. Nuclear receptor coactivator 3 (Homo sapiens), Q9Y6Q9. HEK293 GAL4-SRC3 luciferase reporter. inhibition, % at 3.6 µM. 360,000 compounds, 0.17% hits;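 active = inhibition above a per-campaign cutoff, the mean of all compounds plus 3 SD, cut at about 60% in these data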;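 note: 0% = DMSO-treated cells and 100% = gossypol-treated cells at 36 µM; higher means less SRC3-driven luciferase light from the GAL4 reporter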
# TWEAK Fn14 block – inhibitors of TWEAK-Fn14 signaling, primary screen, luciferase reporter cells, uHTS | TWEAK-stimulated Fn14 reporter cells, luciferase luminescence, 8 h | inhibition, % at 10 µM | AID 1159606, 2016 | 360,000 compounds, 2% hits; in the data active = inhibition above about 50%
# C8 TRAIL sens – viability loss with TRAIL in NB7+C8 cells, primary screen, TRAIL sensitizer project, cell-based, ATPlite luminescence. inhibition (viability loss, TRAIL sensitization), % at 10 µM. 360,000 compounds, 1% hits. AID 624354, 2012;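 active = compounds causing at least 50% loss of cell viability in the single-dose screen, relative to plate controls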
# SRC2 inh – inhibition of GAL4-SRC2 driven luciferase reporter, primary screen, SRC2 inhibitor project, cell-based, luminescence. AID 651957, 2012. inhibition, % at 9 µM. HEK293 GAL4-SRC2 luciferase reporter. 370,000 compounds, 0.17% hits. Nuclear receptor coactivator 2 (Homo sapiens), Q15596;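 active = inhibition above the mean inhibition of all tested compounds plus 3 SD, set per campaign, cut at about 52% in these data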;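 note: 0% = DMSO treated cells and 100% = cells given Gossypol at 36 µM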
# CF NFkB inh – inhibitors of PAF-induced NF-kB signaling, primary screen, cell-based, GFP fluorescence, uHTS. KKLEB NF-kB-GFP reporter, GFP fluorescence overnight. inhibition, % at 5 µM. 360,000 compounds, 0.86% hits. AID 588850, 2011;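 active = at least 50% inhibition at 5 µM, scaled per plate between neutral and stimulator controls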;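 note: PAF is a Pseudomonas aeruginosa culture filtrate used as stimulus; plate controls were PAF-stimulated DMSO wells for no effect and unstimulated DMSO wells for full effect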
# KKLEB tox – cytotoxicity in KKLEB CF airway cells, primary screen, cytotoxicity control for CF NF-kB inhibitor project, cell-based, uHTS, fluorescence assay plates | KKLEB CF airway cells viability, ATPlite luminescence, overnight; active compounds read low; cells stimulated with P. aeruginosa culture filtrate | activity change (cytotoxicity), % at 5 µM | 360,000 compounds, 0.36% hits | AID 602141, 2011;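 active = corrected activity change at or below -50% at 5 µM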
# LMP1 NFkB inh – EBV LMP1-driven NF-kappaB luciferase reporter inhibitors, primary screen, cell-based, luminescence, single point | LMP1-induced NF-kappaB luciferase reporter cells | inhibition, % at 12.5 µM | 350,000 compounds, 0.69% hits; in the data active = inhibition above about 41%;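 note: 0% = neutral control wells and 100% = reference inhibitor control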
# SRC1 inh – SRC1 coactivator transcriptional activity inhibitors, primary screen, cell-based, luminescence | Nuclear receptor coactivator 1 (Homo sapiens), Q15788 | 360,000 compounds, 0.12% hits | AID 588354, 2011 | HEK293 GAL4-SRC1 luciferase reporter | inhibition, % at 3.6 µM;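 active = inhibition above the campaign mean plus 3 SD, with each screening campaign given its own cutoff, cut at about 60% in these data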;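 note: 0% = DMSO treated cells and 100% = gossypol at 36 µM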
# The depositor's hits bear a star; . = not tested or not shown. Random draw from the library, and some 4.2% of all compounds hit somewhere here.
SMILES,NR5A2 inv ag,TROY NFkB inh,NR2F2 inh,SRC3 inh,TWEAK Fn14 block,C8 TRAIL sens,SRC2 inh,CF NFkB inh,KKLEB tox,LMP1 NFkB inh,SRC1 inh
CCn1cc([N+](=O)[O-])c(C(=O)NCc2ccc3c(c2)OCO3)n1,-8,1,16,2,-4,-1,-9,-12,-1,-2,1
COC(=O)c1ccc(-c2csc(NC(=O)c3ccc(S(=O)(=O)N4CCc5ccccc5C4)cc3)n2)cc1,-8,-3,-7,-6,-102,13,-34,12,-22,-32,11
Cc1cccc(-n2c(O)c(/C=N/NC(=O)c3ccccc3Cl)c3ccccc3c2=O)n1,5,-4,1,6,39,12,-7,-11,-13,17,18
CCCOc1ccc(/C=N/Nc2ccccc2[N+](=O)[O-])c(OCCC)c1,-4,35,0,-3,56*,-7,-33,5,17,3,-40
Cc1ccc(NC(=O)c2cc(S(=O)(=O)N3CCOCC3)cs2)cc1,-3,-6,16,2,9,21,11,-9,16,-1,-3
NC(=O)c1ccccc1NC(=O)COC(=O)C1(c2ccccc2)CC1,10,-6,8,-2,-14,4,-23,3,-4,3,2
C=C(C)C1CC=C(C)/C(=N/NC(=O)COc2ccc(C)cc2)C1 (stereo unspecified),-20,12,-7,9,5,-6,-13,4,1,1,-4
Cc1ccc(-c2nc3cc(NS(=O)(=O)c4ccc(C)cc4)ccc3o2)cc1,-7,0,-9,1,3,1,13,18,3,-6,-21
CCN1C(=O)[C@H]2[C@@H](c3ccc(-c4ccc(Cl)c(Cl)c4)c(OC)c3)N[C@@](C)(C(=O)OC)[C@H]2C1=O,-4,-8,-2,-4,23,20,-10,26,-16,2,8
O=C(NCc1cccnc1)C1CCN(S(=O)(=O)c2cc([N+](=O)[O-])ccc2Cl)CC1,20,-16,4,1,-40,6,-24,-6,1,5,-18
CC1CCCC(C)N1CC(O)COCC1COc2ccccc2O1 (stereo unspecified),7,3,2,-2,1,6,-22,-2,-1,-4,-6
Cc1cccc(Nc2c(O)nc[nH]c2=O)c1,11,-6,7,-9,-15,9,-4,-6,12,-1,-9
Cc1cc(Nc2cccc(C)c2C)n2ncnc2n1,25,4,9,27,-4,-4,-6,-16,11,12,-3
Cc1ccc(CN2C(=O)CCC2C(=O)NCCCN2CCCC(C)C2)cc1 (stereo unspecified),-12,-11,2,4,-2,5,10,-9,-2,12,-2
CO/N=C/CC(=O)c1cnc(-c2ccccc2)s1,-1,31,7,1,40,5,-25,14,-2,2,-32
CCN(C(=O)COC(=O)C1CCN(S(=O)(=O)c2c(Cl)cccc2Cl)CC1)C1CCCCC1,-18,19,2,-6,18,-19,3,-7,3,-10,-42
O=C(NC1CCc2ccccc21)C1CCN(S(=O)(=O)c2ccc(-n3cnnn3)cc2)CC1 (stereo unspecified),7,-14,2,13,3,-3,-8,-12,-2,-1,0
O=C(COc1ccc(Cl)cc1Cl)OCC(=O)c1ccc[nH]1,-1,-27,-10,7,-16,-16,-19,-6,6,3,1
COc1cc(C)c(S(=O)(=O)N2CCOCC2)cc1C(C)C,7,14,11,8,-7,-11,4,10,-5,-9,6
COc1ccccc1NC(=O)c1cc(Sc2nncn2C)nc2ccccc12,25,3,-11,25,1,-7,5,6,-6,7,10
O=C(CN1C(=O)c2ccccc2S1(=O)=O)Nc1ccccn1,-6,-15,0,-26,8,4,-11,4,-1,-3,-1
CN(C)C1(CNC(=O)Nc2ccccc2)CCCCC1,1,3,-7,-6,-4,-5,0,3,5,42*,9
CCCOC(=O)c1ccc(NC(=O)C2C3C=CC(O3)C2C(=O)O)cc1 (stereo unspecified),-21,.,-4,-1,1,12,-24,-8,6,-4,1
O=S(=O)(/C=C/c1ccccc1)Nc1ccc(N2CCOCC2)cc1,4,-6,0,9,15,2,5,2,3,2,-20
O=C(Nc1cccc(Cl)c1)N1N=CCC1c1ccccc1 (stereo unspecified),10,6,17,-7,-29,5,-2,0,-4,.,21

# Complete entries, looked up by structure:
# `Cc1cc(Nc2cccc(C)c2C)n2ncnc2n1` is entered as NR5A2 inv ag = 25; TROY NFkB inh = 4; NR2F2 inh = 9; SRC3 inh = 27; TWEAK Fn14 block = -4; C8 TRAIL sens = -4; SRC2 inh = -6; CF NFkB inh = -16; KKLEB tox = 11; LMP1 NFkB inh = 12; SRC1 inh = -3
# `CO/N=C/CC(=O)c1cnc(-c2ccccc2)s1` is entered as NR5A2 inv ag = -1; TROY NFkB inh = 31; NR2F2 inh = 7; SRC3 inh = 1; TWEAK Fn14 block = 40; C8 TRAIL sens = 5; SRC2 inh = -25; CF NFkB inh = 14; KKLEB tox = -2; LMP1 NFkB inh = 2; SRC1 inh = -32

# Returning to the listing, starting 3 compounds before the break.
SMILES,NR5A2 inv ag,TROY NFkB inh,NR2F2 inh,SRC3 inh,TWEAK Fn14 block,C8 TRAIL sens,SRC2 inh,CF NFkB inh,KKLEB tox,LMP1 NFkB inh,SRC1 inh
CCCOC(=O)c1ccc(NC(=O)C2C3C=CC(O3)C2C(=O)O)cc1 (stereo unspecified),-21,.,-4,-1,1,12,-24,-8,6,-4,1
O=S(=O)(/C=C/c1ccccc1)Nc1ccc(N2CCOCC2)cc1,4,-6,0,9,15,2,5,2,3,2,-20
O=C(Nc1cccc(Cl)c1)N1N=CCC1c1ccccc1 (stereo unspecified),10,6,17,-7,-29,5,-2,0,-4,.,21
Cc1cc(S(=O)(=O)N(Cc2cccs2)Cc2ccccc2F)ccc1-n1cnnn1,7,13,17,28,9,12,3,0,0,1,-12
NC(=O)N1CCCC1C(=O)Nc1ccc(Cl)c(Cl)c1 (stereo unspecified),5,-6,6,8,-11,1,-5,-6,4,-4,-5
CCOC(=O)C(CC)(CC)C(=O)/C=C/c1ccc(Br)cc1,14,-9,-1,27,39,11,31,9,-15,-13,16
Cc1[nH]c(C)c(S(=O)(=O)NCc2ccc(N(C)C)cc2)c1C(=O)N1CCCC1,6,6,-8,-5,18,-15,-33,-5,-34,-8,-24
CCOc1cc(C(=O)Nc2ccc(N3CCN(C(C)=O)CC3)cc2)cc(OCC)c1OCC,-11,14,6,-26,-14,-12,-15,-21,6,-1,-7
CCc1ccc(NC(=O)C(C)OC(=O)CN2C(=O)NC3(CCCC3)C2=O)cc1 (stereo unspecified),17,2,5,0,-12,20,-14,8,-5,-1,3
CCOC(=O)CSc1nnc(NCC(=O)OC)c(=O)[nH]1,-8,21,17,16,-13,-9,16,5,13,7,11
NS(=O)(=O)c1ccc(CCNC(=O)c2coc3ccccc3c2=O)cc1,20,3,9,-4,6,5,-10,-4,9,-5,-7
CC(C)c1ccc(C(O)c2nc3ccccc3n2C)cc1 (stereo unspecified),38,-14,-3,8,4,8,4,-15,23,0,12
Nc1[nH]c(C(=O)c2ccccc2)c(-c2ccc(F)cc2)c1C(=O)NCc1ccccc1,-2,14,9,.,7,-8,2,.,.,.,.
Cc1cc(NC(=NC2CC2)c2ccccc2F)n(-c2ccccc2)n1,18,-11,5,13,15,2,-10,6,2,0,2
C[C@H](CO)N1C[C@H](C)[C@@H](CN(C)Cc2ccc(C(=O)O)cc2)Oc2c(NS(=O)(=O)c3ccc(F)cc3)cccc2C1=O,14,1,1,0,19,3,-34,-10,9,-1,7
CSc1ccc(/C=C(/NC(=O)c2ccccc2)C(=O)NCCCn2ccnc2)cc1,-27,-23,-11,-13,12,-9,2,-16,0,-1,2
Cc1nc(SCC(=O)OCc2ccccc2)c2c(=O)n(C)c(=O)n(C)c2n1,-11,28,-18,-10,31,9,13,14,0,25,6
CC1CCCN(c2cc(N(C)CCO)c([N+](=O)[O-])c3nonc23)C1 (stereo unspecified),46,3,-5,6,-33,3,-7,15,6,3,-5
CN(C)S(=O)(=O)c1cccc(NC(=O)/C=C/c2ccc(S(=O)(=O)N3CCOCC3)cc2)c1,32,22,20,6,21,13,-6,11,-14,11,8
O=c1c(/C=N\NS(=O)(=O)c2ccccc2)coc2ccc(Cl)cc12,-5,34,19,-9,50,1,8,39,8,1,18
COc1ccccc1C(=O)COC(=O)c1ccccc1OCC(=O)Nc1ccc(SC(F)F)cc1,0,-2,-9,10,18,21,-27,7,0,0,11
O=C(Nc1ncc([N+](=O)[O-])s1)c1cccc([N+](=O)[O-])c1,-155,-14,-47,-93,93*,46,-54,45,-25,15,-73
COc1cccc(CNC(C)C(=O)Nc2ccc3c(c2)OCCO3)c1 (stereo unspecified),9,-19,6,1,-20,-34,-25,-1,-16,-12,-6
CC(C)(C)OC(=O)NCCCC[C@H](NC(=O)c1nc[nH]c1C(=O)NCc1ccc(CNC(=O)OC(C)(C)C)cc1)C(=O)OC(C)(C)C,9,14,7,-2,24,4,-1,-9,1,-11,-5
Cn1cccc1/C=N/n1c(-c2ccco2)n[nH]c1=S,-4,-6,-10,11,-11,-4,-19,-40,-13,4,17
CC(C)(C)c1ccc(CNc2cc(N3CCOCC3)ccc2[N+](=O)[O-])cc1,12,-4,-9,15,-9,15,-21,18,-13,-14,-1
O=C(CSc1ncn[nH]1)Nc1nnc(-c2ccccc2)s1,-37,-41,.,-44,-68,13,.,-1,8,-15,-24
CCOCc1c(C(=O)OCC(=O)Nc2ccccc2C(N)=O)oc2ccccc12,0,1,7,11,0,4,4,42,-14,-3,12

# Taken from above.
# CCOCc1c(C(=O)OCC(=O)Nc2ccccc2C(N)=O)oc2ccccc12 | SRC3 inh = 11
# NC(=O)N1CCCC1C(=O)Nc1ccc(Cl)c(Cl)c1 (stereo unspecified) | SRC1 inh = -5
# CCOC(=O)CSc1nnc(NCC(=O)OC)c(=O)[nH]1 | LMP1 NFkB inh = 7
# Cc1cc(NC(=NC2CC2)c2ccccc2F)n(-c2ccccc2)n1 | NR2F2 inh = 5

# Screening results: PubChem BioAssay, several laboratories
